Screens as filed in PubChem BioAssay.
XBP1 UPR activ = activators of adaptive XBP1 UPR arm, primary screen, cell-based, CHO-XBP1 luciferase reporter, luminescence, uHTS; IRE1-XBP1 UPR activation; percent of tunicamycin response, DMSO as zero; activation, % at 20 µM; 0.33% of 330,000 active;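 active = versus positive control, 20 µM dose yields 30% or more activation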;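 note: 100% = tunicamycin at 10 µg/mL and 0% = DMSO only wells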
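Material: CHO cell line with stable XBP1 luciferase reporter; buffer or medium: F12 medium containing 10% fetal bovine serum; compound: single point, 20 µM final compound, 1% DMSO; incubation: 6 h treatment, 37 °C; measured by: glow luminescence from Steady-Glo reagent; evaluation: activation, % of tunicamycin; control set: tunicamycin high, DMSO low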
Jurkat NFkB inh = inhibitors of induced NF-kB luciferase reporter, primary screen, TCR NF-kB activation inhibitor project, cell-based, luminescence, uHTS; Jurkat, PMA/ionomycin-induced NF-kB luciferase reporter; inhibition, % at 4 µM; 0.53% of 330,000 active; AID 435003, 2010; in the data active = inhibition above about 50%
TIM10 inh = growth inhibitors of isogenic TIM10 control yeast, primary screen, counter-screen for tim10-1 yeast inhibitor project, luminescence, uHTS | S. cerevisiae TIM10 strain growth, BacTiter-Glo luminescence, 24 h | 1.4% of 330,000 active | AID 463195, 2010 | inhibition, % at 10 µM;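 active = inhibition of 40% or more at the single tested concentration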;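 note: wild-type TIM10 isogenic control strain grown at permissive 25 °C; 0% = DMSO yeast wells and 100% = minimal medium wells without yeast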
tim10-1 inh = growth inhibitors of tim10-1 mutant yeast, primary screen, luminescence, uHTS; S. cerevisiae tim10-1 ts strain growth, BacTiter-Glo, 24 h; inhibition, % at 20 µM; 2.2% of 330,000 active; AID 463190, 2010;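 active = inhibition of at least 40%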;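 note: mutant grown at 25 °C; 0% = DMSO wells with yeast and 100% = wells holding no yeast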
697 NFkB inh = inhibitors of PMA/ionomycin-induced NF-kB reporter, 697 cells, primary screen, B-cell NF-kB inhibitor project, cell-based, luminescence, uHTS; inhibition, % at 4 µM; 0.33% of 330,000 active; AID 435022, 2010; 697 B-cell NF-kB luciferase reporter, 16 h; in the data active = inhibition above about 35%
Mdm2-MdmX inh = inhibitors of human Mdm2-MdmX association, primary screen, cell-based, luminescence, split luciferase, SaOS-2, uHTS. inhibition, % at 8 µM. SaOS-2 split-luciferase Mdm2/MdmX complementation. AID 485346, 2010. 3% of 330,000 active;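 active = inhibition of at least 50% at 8 µM in the primary screen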
Target sequence (O15151 whole entry, looked up): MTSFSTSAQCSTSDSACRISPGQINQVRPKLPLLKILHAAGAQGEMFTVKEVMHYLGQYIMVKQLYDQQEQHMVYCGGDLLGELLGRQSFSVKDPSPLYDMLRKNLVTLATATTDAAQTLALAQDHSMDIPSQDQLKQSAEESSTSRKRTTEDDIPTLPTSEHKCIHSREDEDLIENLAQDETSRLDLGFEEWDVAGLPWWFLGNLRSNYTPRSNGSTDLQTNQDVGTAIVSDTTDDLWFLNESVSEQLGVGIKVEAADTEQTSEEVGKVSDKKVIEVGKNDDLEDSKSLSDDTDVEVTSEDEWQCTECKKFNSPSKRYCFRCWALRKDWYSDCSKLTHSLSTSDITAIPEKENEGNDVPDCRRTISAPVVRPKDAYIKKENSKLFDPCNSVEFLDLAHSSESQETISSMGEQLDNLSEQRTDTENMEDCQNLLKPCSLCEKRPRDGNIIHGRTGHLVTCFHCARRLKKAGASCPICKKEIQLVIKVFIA
Target sequence (Q00987 whole entry, looked up): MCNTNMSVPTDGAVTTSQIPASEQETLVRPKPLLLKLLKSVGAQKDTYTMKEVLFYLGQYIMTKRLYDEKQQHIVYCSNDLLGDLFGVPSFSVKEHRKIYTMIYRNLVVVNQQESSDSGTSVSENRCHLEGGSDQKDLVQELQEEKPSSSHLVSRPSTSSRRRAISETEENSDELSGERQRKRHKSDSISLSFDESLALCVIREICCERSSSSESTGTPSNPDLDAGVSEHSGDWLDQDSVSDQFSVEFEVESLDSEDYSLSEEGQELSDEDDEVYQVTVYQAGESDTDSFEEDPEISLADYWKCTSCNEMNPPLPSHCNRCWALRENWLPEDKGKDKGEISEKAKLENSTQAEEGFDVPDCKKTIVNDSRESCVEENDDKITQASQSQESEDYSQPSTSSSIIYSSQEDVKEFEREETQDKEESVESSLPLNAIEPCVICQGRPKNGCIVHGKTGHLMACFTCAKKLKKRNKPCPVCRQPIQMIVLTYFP
tim23-1 inh = growth inhibitors of tim23-1 mutant yeast, primary screen, luminescence, uHTS | AID 463212, 2010 | inhibition, % at 20 µM | S. cerevisiae tim23-1 growth, BacTiter-Glo luminescence, 24 h | 1.3% of 330,000 active;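 active = growth inhibition of the mutant yeast at or above 50%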;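 note: temperature-sensitive mutant grown at 25 °C; plate controls were DMSO-treated mutant yeast for no effect and medium wells lacking yeast for full effect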
UPR CHOP act = activators of apoptotic CHOP UPR arm, primary screen, cell-based, CHO-CHOP luciferase reporter, luminescence, uHTS; UPR activation; percent of tunicamycin response over DMSO baseline; 0.34% of 330,000 active; AID 449763, 2010; activation, % at 10 µM;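 active = at 10 µM dose, activation of 40% or more, normalized to positive control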;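 note: 100% = tunicamycin at 10 µg/mL and 0% = DMSO alone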
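Material: CHO-CHOP cells, stable luciferase reporter of PERK-eIF2a-CHOP signalling; quantity: 500 reporter cells seeded per well; buffer or medium: F12 medium containing 10% fetal bovine serum; compound: one dose, 10 µM in 0.5% DMSO; incubation: 6 h compound treatment, 37 °C; measured by: Steady-Glo luciferase luminescence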
* = called active by the depositor.

Molecule | tim10-1 inh | Jurkat NFkB inh | TIM10 inh | tim23-1 inh | XBP1 UPR activ | 697 NFkB inh | Mdm2-MdmX inh | UPR CHOP act
Cc1nc([N+](=O)[O-])cn1CC(O)c1ccccc1 (stereo not drawn) | -22 | -6 | -12 | -8 | 1 | 4 | -5 | -1.4
COc1ccc(Nc2nc(N)c([N+](=O)[O-])c(N3CCCC3)n2)cc1 | 13 | 23 | 10 | 38 | 9 | -6 | 25 | 1.2
O=C(CSc1ccccc1)Nc1nnc(-c2ccco2)o1 | 5 | -4 | 3 | 11 | -1 | 11 | 24 | 1.3
CCOC(=O)Cc1csc(NC(=O)COc2ccc(N(C)S(=O)(=O)c3cccs3)cc2)n1 | 30 | 3 | -17 | 13 | 2 | -3 | 12 | -1.0
c1cncc(-c2nc(-c3ccc4c(c3)OCO4)cs2)c1 | 40 | -113 | 23 | 41 | 5 | -130 | -90 | 7.8
O=C1CCCN1c1ccc(S(=O)(=O)N2CCCCC2)cc1 | -17 | 15 | 5 | 5 | -3 | -12 | 5 | 0.3
C=CCn1c(=NC(=O)c2ccco2)sc2cc(C(=O)OCC)ccc21 | -4 | -18 | -5 | 8 | 0 | -16 | -28 | 3.1
CC(C)NC(=O)CCCC(=O)NC(C)C | 11 | 1 | -3 | 0 | -2 | -10 | -12 | -0.8
COc1ccc(-c2nn(-c3ccccc3)cc2/C=C\C(=O)Nc2ccc(C(=O)O)cc2)cc1 | 18 | -13 | 3 | 22 | -2 | 17 | 14 | 1.7
COc1cc(CN2CCN(CCOCCO)CC2)cc(OC)c1OC | 1 | 5 | 0 | 14 | -1 | 19 | -15 | 1.4
Cc1cc(C)nc(N2CCCC(C(=O)NCc3cccs3)C2)n1 (stereo not drawn) | 16 | -3 | 3 | 4 | 1 | -5 | 5 | 0.9
CCOC(=O)C1CCCN(C(=O)CSc2nccn2C)C1 (stereo not drawn) | 4 | 6 | 3 | 3 | 5 | 16 | -1 | -0.3
COc1cc(NC(=O)c2cccnc2SC)cc(OC)c1OC | 12 | -6 | 10 | -14 | -3 | 16 | 25 | 0.1
O=C(C1CCC(CNc2nc(=S)[nH]c3ccccc23)CC1)N1CCN(c2ccccn2)CC1 (stereo not drawn) | 24 | 28 | -6 | -13 | 3 | -17 | 29 | 5.4
CCCn1c(=O)c(C(=O)c2ccccc2)nc2ccccc21 | 11 | 0 | -13 | 12 | -4 | 2 | 4 | -0.2
Cc1cccc(OCc2nnc3n2CCCCC3)c1 | 22 | -8 | -14 | 4 | -1 | -4 | 0 | 1.3
CSc1ccccc1C(=O)Nc1ccccc1C(=O)N1CCCC1 | 9 | -4 | 9 | 23 | 0 | 15 | 4 | 0.5
O=C1CSC(c2ccc(F)cc2)N1c1ccccc1F (stereo not drawn) | 6 | -17 | -14 | -6 | -5 | 12 | 1 | -1.3
Cc1cccc(N2N=C(C(=O)Nc3ccc(Cl)c(S(=O)(=O)N4CCOCC4)c3)CCC2=O)c1 | 0 | 17 | 0 | 9 | -3 | 13 | 20 | 1.5
CN(C)c1ccc(/C=N/Nc2cc(N3CCOCC3)nc(N3CCOCC3)n2)cc1 | 19 | -21 | 16 | 6 | 3 | -25 | 16 | -1.0
CCN(CC(=O)NCc1ccc(F)cc1)S(=O)(=O)c1ccc(Cl)s1 | -2 | 10 | -21 | -3 | 1 | 10 | -3 | 0.2
COC(=O)CCCC1=CC2=C(c3ccccc3)C(=O)C(C)(OC(=O)C3CCCC3)C(=O)C2=CN1Cc1ccc(OC)cc1 (stereo not drawn) | 13 | -2 | 11 | 22 | 1 | -18 | -6 | -1.4
Cc1noc(C)c1NC(=O)N(C)C[C@H]1Oc2ccc(NC(=O)C3CCCCC3)cc2C(=O)N([C@H](C)CO)C[C@@H]1C | 12 | 7 | -2 | 15 | 2 | 15 | 34 | 1.7
CCS(=O)(=O)c1ccc2oc(SCC(=O)Nc3ccc(OC)c(OC)c3)nc2c1 | 13 | -7 | 4 | -11 | 0 | -5 | -3 | -0.2
Cc1nc2ccc(NC(=O)Cc3ccccc3F)cc2s1 | 7 | -90 | -3 | 13 | -1 | -92 | -99 | 6.5
CCOC(=O)C1=C(Nc2ccc(C)cc2)CC(C)(O)C(C(=O)OCC)C1c1ccccc1 (stereo not drawn) | 14 | -6 | 11 | -1 | -1 | -14 | 20 | -4.2
CC1Sc2ccc(S(=O)(=O)N3CCC(C(=O)NCCc4ccccc4)CC3)cc2NC1=O (stereo not drawn) | 12 | 15 | 14 | 10 | -7 | 11 | 22 | 0.1
O=C(c1cc2n(n1)C(C(F)(F)F)CC(c1ccc(F)cc1)N2)N1CCCC1 (stereo not drawn) | 27 | 6 | 27 | 21 | -4 | 3 | 5 | -1.3
COC(=O)c1ccc(NC(=S)NNC(=O)c2ccccc2)cc1 | 8 | -2 | 17 | 1 | -2 | 10 | -2 | -0.3
O=c1cc(CSc2ccccc2)nc(-c2ccccc2)[nH]1 | 9 | 7 | 18 | 40 | -4 | -4 | -20 | 0.1
O=C(OCc1nc2scc(-c3ccccc3)c2c(=O)[nH]1)c1cc([N+](=O)[O-])ccc1Cl | 15 | -7 | 2 | -11 | -1 | 0 | 39 | 0.7
c1cnn(-c2nc(N3CCOCC3)nc(N3CCOCC3)n2)c1 | 9 | -27 | 0 | 10 | -3 | 9 | 36 | -2.4
Cc1ccc(C)c(Oc2ccc(S(=O)(=O)N3CCN(C)CC3)cn2)c1 | 15 | 21 | 2 | 19 | 1 | 21 | 13 | 2.2
O=C(NCc1cccc(CNC(=O)C(=O)NCC2CCCO2)c1)C(=O)NCC1CCCO1 (stereo not drawn) | -10 | 2 | -6 | -2 | 0 | 1 | 15 | 1.2
Cc1ccc(-c2cc(C(F)(F)F)n3nc(C(=O)Nc4ccon4)cc3n2)cc1C | 10 | -4 | -12 | -8 | 7 | 12 | 14 | 5.1
Clc1ccc(CSc2nnc3ccccn23)c(Cl)c1 | 16 | -21 | -3 | -3 | 2 | -72 | -45 | 3.4
O=C(c1ccco1)N1CCCC(c2ccccc2)C1 (stereo not drawn) | 14 | 5 | 14 | -2 | -1 | 10 | 10 | 0.2
O=c1[nH]nc(SCc2nc3ccccc3s2)n1C1CC1 | 16 | -30 | 25 | 11 | 10 | -21 | 20 | 4.3
O=C(N/N=C\c1ccc(Br)cc1)c1ccc(Cn2cccn2)o1 | -8 | -5 | 5 | -9 | 0 | -4 | -25 | 0.9
COc1ccc(CNC(=O)[C@H](C)NC(=O)C2CCN(S(=O)(=O)c3ccc(C)cc3)CC2)cc1 | 10 | -6 | 26 | 18 | -2 | 4 | 4 | -1.3
COc1ccc(-n2ccnc(SCC(=O)NC3CCCCC3)c2=O)cc1 | 5 | 11 | 3 | 20 | -1 | 8 | 12 | 0.5
Cc1nn(C)c(C)c1/C=N/NC(=O)CCn1cc([N+](=O)[O-])cn1 | 6 | -1 | -17 | 3 | -1 | 1 | 14 | 0.5
O=C(c1cc2nc(-c3ccccc3)cc(-c3ccccc3)n2n1)N1CCN(C(=O)c2ccco2)CC1 | 20 | 18 | 26 | 26 | 1 | 42* | 30 | 3.8
COc1cc(/C=N/Nc2cc(C)nc(N)n2)ccc1O | 3 | -16 | -1 | 4 | 6 | 4 | 22 | 3.8
CCSc1nnc(NC(=O)c2cnccn2)s1 | 20 | 4 | 18 | 14 | -2 | -7 | 15 | 1.1
O=C(NCCCN1CCCC1=O)NC12CC3CC(CC(C3)C1)C2 | 13 | -15 | 5 | 15 | -1 | 18 | 13 | 0.7
Cc1ccc(C)c(S(=O)(=O)NCC(c2ccco2)N2CCc3ccccc3C2)c1 (stereo not drawn) | 30 | 2 | 10 | 34 | 0 | -11 | 8 | -0.7
CS(=O)(=O)c1ccc(NS(=O)(=O)c2ccc(Cl)c(C(=O)NC3=NCCS3)c2)cc1 | -3 | 1 | -7 | 4 | 2 | -2 | 3 | -1.2
COc1ccc(CCNC(=O)c2ccc(CN3CCC(Cc4ccccc4)CC3)cc2)cc1OC | 7 | 16 | 0 | 10 | -1 | -6 | 36 | 0.1
Fc1ccc(CNC(=S)Nc2ccccc2Cl)cc1 | 27 | 14 | 20 | 40 | -3 | -5 | 27 | -1.4
CN(C)C(=O)NC(Nc1cccc([N+](=O)[O-])c1)C(Cl)(Cl)Cl (stereo not drawn) | 20 | 7 | 17 | 11 | 1 | 9 | 12 | -2.0
CCc1nnc(NC(=O)CSc2nnc(C)n2-c2ccc(C)cc2)s1 | 12 | -1 | 8 | -3 | -2 | 0 | 12 | -2.4
CCOC(=O)C1(Cc2ccc(OC)cc2)CCN(C(=O)c2csc(C)n2)CC1 | 21 | -6 | 0 | 28 | -1 | -3 | 11 | 2.7
COc1cc2c(cc1OC)C(COc1ccc(C(C)C)cc1)NCC2 (stereo not drawn) | 48* | -4 | 36 | 38 | 0 | -4 | 17 | 1.4
O=C(CNC1CCCCC1)Nc1cccc([N+](=O)[O-])c1 | -4 | -2 | 0 | 3 | -3 | -24 | 2 | 2.5
CC(C(=O)N(C)Cc1ccccc1)N1CCN(C/C=C/c2ccccc2)CC1 (stereo not drawn) | -24 | 9 | -6 | -2 | 1 | 1 | -1 | 1.7
Cc1nccn1CCOc1ccc(Cl)cc1 | -1 | 2 | 7 | -2 | -3 | 8 | 23 | 0.7
Cc1cc(C)nc(N2C(=O)CC(Cc3ccc(Cl)cc3)C2=O)n1 (stereo not drawn) | 12 | 1 | 7 | 9 | -5 | 2 | 9 | 0.0
Cc1ccccc1Nc1nnc(-c2ccc(C(=O)NCCO)cc2)c2ccccc12 | 18 | -4 | -1 | 12 | -5 | 6 | -4 | -0.9
COc1ccc(NC(=O)c2ccc(-n3cccn3)nc2)c(OC)c1 | 4 | -3 | -6 | -8 | 0 | 13 | 7 | -1.0
O=C(C(Cl)c1ccccc1)N1CCCC1 (stereo not drawn) | -2 | -2 | 18 | 15 | -1 | -11 | 28 | -2.3
CCOC(=O)N1CCN(S(=O)(=O)c2ccc(-n3cnnn3)cc2)CC1 | -2 | 5 | 10 | -2 | -3 | -12 | -19 | 0.0

Four entries from above, reformatted.
CCOC(=O)Cc1csc(NC(=O)COc2ccc(N(C)S(=O)(=O)c3cccs3)cc2)n1
  tim10-1 inh = 30
  Jurkat NFkB inh = 3
  TIM10 inh = -17
  tim23-1 inh = 13
  XBP1 UPR activ = 2
  697 NFkB inh = -3
  Mdm2-MdmX inh = 12
  UPR CHOP act = -1.0
c1cncc(-c2nc(-c3ccc4c(c3)OCO4)cs2)c1
  tim10-1 inh = 40
  Jurkat NFkB inh = -113
  TIM10 inh = 23
  tim23-1 inh = 41
  XBP1 UPR activ = 5
  697 NFkB inh = -130
  Mdm2-MdmX inh = -90
  UPR CHOP act = 7.8
O=C1CCCN1c1ccc(S(=O)(=O)N2CCCCC2)cc1
  tim10-1 inh = -17
  Jurkat NFkB inh = 15
  TIM10 inh = 5
  tim23-1 inh = 5
  XBP1 UPR activ = -3
  697 NFkB inh = -12
  Mdm2-MdmX inh = 5
  UPR CHOP act = 0.3
C=CCn1c(=NC(=O)c2ccco2)sc2cc(C(=O)OCC)ccc21
  tim10-1 inh = -4
  Jurkat NFkB inh = -18
  TIM10 inh = -5
  tim23-1 inh = 8
  XBP1 UPR activ = 0
  697 NFkB inh = -16
  Mdm2-MdmX inh = -28
  UPR CHOP act = 3.1
